Assay outcomes as filed in PubChem.
S100A4 inh HTS = inhibitors of S100A4-myosin IIA peptide binding, primary screen, biochemical, fluorescence polarization, TAMRA-MyoIIA peptide. inhibition, % at 10.7 µM. hit rate 0.14% among 360,000;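 active = mean inhibition of at least 70% across replicates, with every replicate also reaching that level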
Target sequence (P26447 whole entry, looked up): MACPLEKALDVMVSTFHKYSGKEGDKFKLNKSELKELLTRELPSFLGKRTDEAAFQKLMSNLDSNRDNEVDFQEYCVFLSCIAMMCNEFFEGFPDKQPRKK
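Compound dosing: one dose per compound; test system: human S100A4 monomer with TAMRA-labelled myosin IIA peptide; probe or stimulus: TAMRA-labelled myosin IIA heavy-chain peptide probe, 5 nM; medium: HEPES buffer with Ca2+, pH 7.2; schedule: 5 min incubation before reading; benchmarks: neutral control DMSO, positive control TFP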
SIRT5 inh = SIRT5 desuccinylase inhibitors, primary screen, biochemical, fluorescence imaging, single point, set 5; hit rate 1.1% among 330,000; Purified SirT5, succinyl-peptide AMC, trypsin-coupled fluorescence; NAD-dependent protein deacylase sirtuin-5, mitochondrial (Homo sapiens), Q9NXA8; inhibition, % at 15 µM; in the data active = inhibition above about 15%
Target sequence (Q9NXA8 whole entry, looked up): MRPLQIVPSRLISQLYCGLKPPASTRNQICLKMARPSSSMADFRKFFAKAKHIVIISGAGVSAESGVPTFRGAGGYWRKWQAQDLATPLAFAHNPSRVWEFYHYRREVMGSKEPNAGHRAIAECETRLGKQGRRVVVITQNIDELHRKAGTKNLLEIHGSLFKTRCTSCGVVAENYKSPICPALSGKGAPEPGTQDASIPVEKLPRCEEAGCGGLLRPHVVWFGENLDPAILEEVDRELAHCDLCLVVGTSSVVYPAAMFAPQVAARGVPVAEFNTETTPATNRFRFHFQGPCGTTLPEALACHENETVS
Statin myotox sup = suppressors of statin myotoxicity in C2C12 myotubes, primary screen, cell-based, single point, plate reader | C2C12 myotubes + simvastatin, ATP luminescence, 48 h; scaled: DMSO 0, geranylgeraniol control 100 | rescue of ATP level, % at 7.49 µM | hit rate 0.78% among 330,000 | AID 602340, 2012;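 active = mean ATP rescue above about 67%, or every replicate alone reaching that limit, limit read from the data, passing the limit was not always enough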;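 also: myotubes were challenged with 10 µM simvastatin during compound exposure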
Casp6 inh = human caspase-6 inhibitors, primary screen, biochemical, VEID-R110 fluorescence, single point, set 2; P55212; purified caspase-6, Z-VEID-R110 cleavage fluorescence; inhibition, % at 12.5 µM; hit rate 0.53% among 350,000;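 active = mean inhibition across replicates at least about 35%, with every replicate also reaching that limit, limit read from the data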;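 also: 0% = median of neutral control wells and 100% = no fluorescence left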
Target sequence (P55212 24-179 limits assumed): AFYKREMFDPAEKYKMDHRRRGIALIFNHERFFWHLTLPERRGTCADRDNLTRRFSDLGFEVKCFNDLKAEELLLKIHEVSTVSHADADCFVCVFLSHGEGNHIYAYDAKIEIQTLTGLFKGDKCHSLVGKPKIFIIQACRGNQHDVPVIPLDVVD
Target sequence (P55212 194-293 limits assumed): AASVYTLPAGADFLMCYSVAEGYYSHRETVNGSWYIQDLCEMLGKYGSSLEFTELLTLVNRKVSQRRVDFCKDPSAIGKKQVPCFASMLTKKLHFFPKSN
esBAF inh = Bmi1 luciferase reporter increase in mESCs, primary screen, esBAF inhibitor project, mouse ES cells, Bmi1 luciferase knock-in, single point | reporter increase, % at 12.5 µM | hit rate 2% among 350,000 | 24 h; 100% = twice the neutral-well signal | AID 602393, 2012; in the data active = activation above about 40%;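 also: 0% = median of the plate's neutral control wells and 100% = double that signal; a rise in the Bmi1 reporter signal indicates esBAF inhibition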
FN deposition inh = inhibitors of fibronectin matrix deposition, primary screen, AH1F cells, Alexa488-fibronectin fluorescence, plate reader; AH1F fibroblasts, overnight; inhibition, % at 12.6 µM; hit rate 0.086% among 350,000;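 active = mean inhibition across replicates of 30% or more, regardless of how many single replicates reach that level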;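 also: positive control wells lacked labelled fibronectin entirely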
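Material: AH1F fibroblast monolayer depositing Alexa488-labelled fibronectin into matrix / Amount: 10000 AH1F cells per well / Signal: fluorescence 485/525 nm / Medium: DMEM, 2% serum / Compound: single dose, pinned / Incubation: 1 h cell adhesion before compound, then overnight fibronectin incubation / Reagent: Alexa488-FN, 24 nM final / Read-out: inhibition of fibronectin deposition signal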
LGR2 antag = inhibitors of bursicon-induced LGR2 CRE-luciferase signal, primary screen, cell-based, HEK293, CRE-luciferase reporter, bursicon stimulation | Drosophila bursicon receptor LGR2 (rickets) | bursicon-stimulated, 4 h | inhibition, % at 9.99 µM | hit rate 0.35% among 380,000 | AID 720647, 2013;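 active = drop in luminescence signal, shown as inhibition above about 50% in the replicate tests, limit read from the data, passing the limit was not always enough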;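 also: agonist challenge used bursicon conditioned medium at about half maximal strength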
Active calls of the source: *; nt = no result given; & = joins results of further samples. This is a subset; the hit share may differ from the screen's.

mol	S100A4 inh HTS	SIRT5 inh	Statin myotox sup	Casp6 inh	esBAF inh	FN deposition inh	LGR2 antag
N#CC1(c2ccccc2)CCCN1C(=O)c1ccc(Br)cc1 (configuration not stated)	nt	nt	1	nt	7	3	-6
O=C1NC(=O)C(=C2CCOC2=O)N1	-6	2	-5	-1	4	0	-9
COc1ccc(N(C)C(=O)c2ccc(NC(=O)CCS(=O)(=O)c3cccs3)cc2)cc1	-3	-2	-11	0	-3	-1	-9
C[C@H](CO)N1C[C@H](C)[C@H](CN(C)C(=O)Nc2ccc(F)cc2)Oc2ncc(-c3cc4ccccc4o3)cc2C1=O	-21	2	-17	-4	-19	nt	nt
Nc1c(C(=O)CSc2nc3ccccc3o2)c(=O)[nH]c(=O)n1C1CC1	8	-8	-1	2	27	nt	0
NC(=O)c1ccc(=O)n(Cc2ccc(Cl)cc2Cl)c1	-4	-15	-5	-1	11	10	12
CC1CCc2sc3ncnc(N4CCN(CCO)CC4)c3c2C1 (configuration not stated)	24	-5	-12	0	-9	6	1
COc1ccccc1-c1ccc2c(c1)O[C@H](CN(C)CC1CCOCC1)[C@H](C)CN([C@@H](C)CO)S2(=O)=O	-8	0	-25	-1	2	-14	3
O=c1cc(N2CCc3ccccc32)[nH]c(=O)n1Cc1ccc(F)cc1	1	5	-41	-1	-3	nt	-13
NC(=O)c1nnn(Cc2cc(Cl)c(C(=O)c3ccc(Cl)cc3)c(Cl)c2)c1N	0	-5	nt	4	nt	18	22
C[C@H](CO)N1C[C@H](C)[C@@H](CN(C)C(=O)C2CCCCC2)OCc2cn(nn2)CCCC1=O	-75&2	0&-2	-5&0	4&3	1&2	3&2	2&8
COc1cccc(C(=O)N[C@H](C(=O)N2CCC[C@H]2C(=O)NCCc2ccccc2Cl)C(C)C)c1	-8	-3	nt	1	nt	0	3
O=C(C(=O)N1CCN(c2cccc(Cl)c2)CC1)c1cn(CC(=O)N2CCOCC2)c2ccccc12	-2	3	12	3	0	4	7
CN(CC(=O)O/N=C(\N)c1ccc([N+](=O)[O-])cc1)S(=O)(=O)c1ccc2ccccc2c1	nt	nt	-17	nt	-4	3	-19
CN(C)C(=O)C[C@@H]1CC[C@@H]2[C@H](COC[C@@H](O)CN2C(=O)C2CCCC2)O1	-11	-1	-6	2	6	-3	-2
CCN(CCO)C(=O)c1ccc2nc(Cc3cccc(Cl)c3)oc2c1	-5	-4	12	0	2	0	-24
CCC(=O)N(C)C[C@@H]1Oc2ncc(C#CCc3ccccc3)cc2C(=O)N([C@H](C)CO)C[C@H]1C	-3	-1	-2	1	-1	nt	-3
CO[C@@H]1CC[C@H]2CCN(C)C(=O)CCCN(C)C(=O)c3cccc(C#N)c3OC[C@H]1O2	22	-2	19	1	-6	4	-7
COc1ccc(NS(=O)(=O)c2ccc(NC(=S)NC(=O)c3ccc(F)cc3)cc2)nn1	nt	nt	-1	nt	6	nt	2
Cc1cc(C)n(CC(O)COc2cccc(OCC(O)Cn3nc(C)cc3C)c2)n1 (configuration not stated)	nt	nt	91*	nt	3	nt	-1
Cc1cccc(C)c1NC(=S)NCc1ccccc1	-2	-6	-8	0	-9	0	nt
CCc1ccc(NC(=O)CC2S/C(=N/N=C3CCCCCC3)NC2=O)cc1 (configuration not stated)	-4	7	1	1	-9	nt	12
Cc1cccc(-n2c(C)nc3sccc3c2=O)c1	nt	nt	13	nt	-5	17	nt
COCCOC(=O)N1C(=O)[C@@]2(c3cc(C#Cc4ccc(OC)cc4)ccc31)[C@H](C(=O)N1CCc3cc(OC)c(OC)cc3C1)[C@H]1C(=O)O[C@H](c3ccccc3)[C@H](c3ccccc3)N1[C@@H]2c1ccc(OCCO)cc1	30	5	nt	0	nt	nt	nt
O=C(NCc1cccnc1)C1C2C=CC(C2)C1C(=O)Nc1cccc(C(F)(F)F)c1 (configuration not stated)	2	2	5	-2	-3	-1	nt
Cc1ccc(Cn2nc(C)c(C(=O)N3CCN(S(=O)(=O)/C=C/c4ccccc4)CC3)c2C)cc1	-2	0	-8	3	8	10	-5
O=C(N[C@H]1CC[C@@H](CCNC(=O)C2CCCCC2)O[C@H]1CO)c1ccncc1	7	5	-16	-2	-3	3	-5
C[C@H]1CN([C@@H](C)CO)C(=O)c2cc(NC(=O)Cn3cnnn3)ccc2O[C@@H]1CN(C)Cc1ccccc1	-3	0	-8	6	0	nt	4
NC(=O)C1=C(N=C2CCCCC2)CCCC1	-5	nt	-2	3	-8	0	-9
CS(=O)(=O)N1[C@H](CO)[C@H](c2ccccc2-c2ccc(F)cc2)[C@@H]1C#N	53	-3	nt	1	nt	-4	13

Part of the list above in a different format:
Values run as follows: S100A4 inh HTS | SIRT5 inh | Statin myotox sup | Casp6 inh | esBAF inh | FN deposition inh | LGR2 antag
NC(=O)c1nnn(Cc2cc(Cl)c(C(=O)c3ccc(Cl)cc3)c(Cl)c2)c1N
    0 | -5 | nt | 4 | nt | 18 | 22
N#CC1(c2ccccc2)CCCN1C(=O)c1ccc(Br)cc1 (configuration not stated)
    nt | nt | 1 | nt | 7 | 3 | -6
Cc1ccc(Cn2nc(C)c(C(=O)N3CCN(S(=O)(=O)/C=C/c4ccccc4)CC3)c2C)cc1
    -2 | 0 | -8 | 3 | 8 | 10 | -5
NC(=O)C1=C(N=C2CCCCC2)CCCC1
    -5 | nt | -2 | 3 | -8 | 0 | -9
O=C(C(=O)N1CCN(c2cccc(Cl)c2)CC1)c1cn(CC(=O)N2CCOCC2)c2ccccc12
    -2 | 3 | 12 | 3 | 0 | 4 | 7
O=C1NC(=O)C(=C2CCOC2=O)N1
    -6 | 2 | -5 | -1 | 4 | 0 | -9

Complete entries as entered above. Order of values: S100A4 inh HTS, SIRT5 inh, Statin myotox sup, Casp6 inh, esBAF inh, FN deposition inh, LGR2 antag
NC(=O)c1nnn(Cc2cc(Cl)c(C(=O)c3ccc(Cl)cc3)c(Cl)c2)c1N as listed: 0, -5, nt, 4, nt, 18, 22
COc1cccc(C(=O)N[C@H](C(=O)N2CCC[C@H]2C(=O)NCCc2ccccc2Cl)C(C)C)c1 as listed: -8, -3, nt, 1, nt, 0, 3
C[C@H]1CN([C@@H](C)CO)C(=O)c2cc(NC(=O)Cn3cnnn3)ccc2O[C@@H]1CN(C)Cc1ccccc1 as listed: -3, 0, -8, 6, 0, nt, 4

Next records:
mol	S100A4 inh HTS	SIRT5 inh	Statin myotox sup	Casp6 inh	esBAF inh	FN deposition inh	LGR2 antag
CC(=O)Nc1ccc(S(=O)(=O)NCCS(=O)(=O)N2CCN(c3ccccc3)CC2)cc1	3	1	8	0	-3	2	-7
O=C(O)CCNC(=O)c1ccc(NC(=O)C(c2ccccc2)c2ccccc2)cc1	1	57*	7	-1	17	-3	-12
CSc1ccccc1NC(=O)CCn1c(=O)oc2ccccc21	-2	-1	6	16	-9	2	1
CN(C)c1ccc(NC(N)=S)cc1	-25	0	nt	1	nt	-2	-1
CC(C)(C)c1ccc(C(=O)N2CCN(c3nc4ccccc4o3)CC2)cc1	1	11	-4	0	-3	3	nt
Cc1ccc(NC2CCCN(C(=O)c3c(C)noc3C)C2)cc1C (configuration not stated)	-2	0	-4	4	1	5	-14
C[C@@H]1CN([C@H](C)CO)C(=O)c2cc(C#Cc3ccc(F)cc3)cnc2O[C@@H]1CN(C)CC1CC1	-6	2	-12	1	5	9	-15
O=C1CCc2cc(S(=O)(=O)N3CCC(C(=O)NC4CCCc5ccccc54)CC3)ccc2N1 (configuration not stated)	-1	nt	-10	2	-1	-1	-6
CC(C)CN1C(=O)c2ccc(C(=O)Nc3c[nH]c(=O)[nH]c3=O)cc2C1=O	0	1	3	1	0	-14	-7
O=C(COC(=O)c1cccc(S(=O)(=O)N2CCOCC2)c1)Nc1ncc(C(F)(F)F)cc1Cl	nt	nt	-12	nt	-2	0	nt
COc1cccc(Nc2nc(C(N)Cc3ccc(C(F)(F)F)cc3)cs2)n1 (configuration not stated)	-4	nt	-10	0	-4	-6	-7
COc1ccccc1-c1nnc(SCC(=O)c2c(N)n(C3CC3)c(=O)[nH]c2=O)o1	54	-2	0	-1	-4	2	6
Fc1ccc(/C=N/n2c(COc3ccccc3)n[nH]c2=S)cc1	2	-4	6	0	-5	1	2
COc1ccccc1NC(=O)C1CCCN(S(=O)(=O)c2ccc(-n3cnnn3)cc2)C1 (configuration not stated)	-3	-2	-3	-3	2	0	-11
CCSc1ccc(-c2cccc([N+](=O)[O-])c2)nn1	-1	-1	10	4	49*	0	-63
COC(=O)COc1ccc2c(=O)c(-c3ccccc3)coc2c1	-4	nt	-5	-1	2	8	-18
Cn1c(=O)oc2ccccc2c1=O	2	13	3	-3	-2	-2	17
COc1ccc(NC(=O)Nc2ccc3c(c2)C(=O)N([C@H](C)CO)C[C@H](C)[C@H](CN(C)S(=O)(=O)c2ccc(F)cc2)OCCCC[C@@H](C)O3)cc1	-18	1	nt	1	5	-12	-17
COC(=O)[C@@]1(Cc2ccc(F)cc2)[C@H]2c3cc(C(=O)N(C)C)n(CC4CC4)c3C[C@H]2CN1C(=O)c1ccccc1	-3	-1	nt	-2	nt	-5	-5
O=S(=O)(c1ccc(Cl)cc1)N1CCC(n2cccc2)CC1	-6	0	7	-2	-4	-5	5
CC(=O)c1ccc(OCCCC(=O)Nc2cccc(-c3nn[nH]n3)c2)cc1	17	0	5	0	5	-1	-7
COc1ccc(S(=O)(=O)N(C)C[C@H]2OCCCC[C@@H](C)Oc3ccc(NC(=O)c4ccncc4)cc3C(=O)N([C@@H](C)CO)C[C@H]2C)cc1	-1	4	nt	3	-1	4	10
Cc1nc(SCC(=O)c2c(N)n(C3CC3)c(=O)[nH]c2=O)[nH]c(=O)c1CCO	2	1	0	-2	-5	1	-12
Cc1ccc(N=Cc2c(O)cc(C)oc2=O)c(C)c1	-10	-9	nt	nt	nt	2	13
O=C(NC1CC1)c1ccc(NS(=O)(=O)c2ccc(F)cc2)cc1	2	-1	nt	2	nt	1	6
CCc1ccc(/C=C/c2c([N+](=O)[O-])c(=O)n(C)c(=O)n2C)cc1	0	2	11	7	22	4	40
COc1ccc(S(=O)(=O)N2CCN(Cc3cc4c(cc3Br)OCCO4)CC2)cc1	-7	4	2	1	7	-2	-10
CN(C[C@H]1[C@@H](c2ccccc2)[C@@H](CO)N1C(=O)C1CC1)C(=O)c1ccccn1	nt	nt	18	nt	-6	-7	7
COc1ccc(S(=O)(=O)N2CCCCC2)cc1NC(=O)CN(C)C1CCCCC1	2	-2	12	1	9	11	18
Cc1cccn2c(CN(C)CC3Cc4ccccc4O3)c(C(=O)N3CCCCC3)nc12 (configuration not stated)	9	-1	-7	7	-7	12	nt
C=CCn1c(O)c(N=NC(=O)c2ccccc2NS(=O)(=O)c2cccs2)c2ccccc21	-9	1	nt	3	nt	-6	-8
NC(=O)C1CCN(C(=O)c2ccc(CS(=O)(=O)c3c(Cl)cccc3Cl)o2)CC1	8	nt	2	4	-4	0	-12
O=C(NNS(=O)(=O)c1ccccc1)c1cccs1	nt	nt	13	nt	1	nt	7
